# Pol kappa inh – inhibitors of human DNA polymerase kappa | Q9UBT6 | Potency, µM (series often up to 107 µM), for the others: at the top dose activity, negative = inhibition, usual class: inhibitors | purified Pol kappa, fluorescent DNA synthesis assay, 10 min | AID 588579 | 400,000 compounds, 0.53% hits; note: % is set by controls: 0 for no effect and ±100 for the full control effect
#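 Pol kappa 10 nM + cpd, 15 min RT; start w/ substrate 50 nM final; fluorescence kinetic read, 0 and 10 min. Neg ctrl: buffer, no enzyme.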
# JMJD2A Tudor – JMJD2A Tudor domain (human) inhibition; O75164; AlphaScreen JMJD2A-Tudor / H3K4me3 peptide binding; Potency, µM (series often up to 114 µM), inactives show at the top dose activity change, negative = inhibition, hits mostly inhibitors; 390,000 compounds, 4.4% hits; AID 504339; note: % is set by controls: 0 for no effect and ±100 for the full control effect; nearly all actives have a fitted effect of over 50% in size
# APEX1 inh – blocks human APE1 abasic DNA cleavage; Potency, µM (titrated, usually from 65.8 µM), without a hit: at the highest dose activity change, negative = inhibition, most hits filed as inhibitors; recombinant APE1, TAMRA/BHQ-2 abasic DNA cleavage fluorescence; 350,000 compounds, 0.35% hits; P27695; AID 2517;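 note: plate controls were vehicle for no effect and reference inhibitor for full effect; nearly all actives have a fitted effect of over 55% in size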
# Target sequence (P27695 whole entry, looked up): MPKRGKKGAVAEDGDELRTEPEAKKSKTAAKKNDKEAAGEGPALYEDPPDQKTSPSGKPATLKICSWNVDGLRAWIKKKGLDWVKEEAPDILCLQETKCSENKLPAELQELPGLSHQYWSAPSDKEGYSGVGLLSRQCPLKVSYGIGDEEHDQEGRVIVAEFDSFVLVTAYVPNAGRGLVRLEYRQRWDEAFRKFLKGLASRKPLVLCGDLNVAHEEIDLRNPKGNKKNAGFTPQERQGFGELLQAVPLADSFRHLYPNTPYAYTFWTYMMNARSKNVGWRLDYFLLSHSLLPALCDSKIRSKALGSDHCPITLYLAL
#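 Endonuclease cleavage of a quenched abasic-site DNA duplex (50 nM) by APE1 (0.75 nM) was tracked by TAMRA dequenching. Compounds were preincubated with enzyme 15 min at room temperature; data normalized to buffer-only and DMSO wells plus NSC13755 control.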
# POLI inh – DNA polymerase iota (human) inhibition. Q9UNA4. Pol iota fluorescent replication assay, 10 min. Potency, µM (highest dose often 115 µM), for inactives: at the top dose activity, negative = inhibition, most hits filed as inhibitors. 390,000 compounds, 1% hits
#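 Pol iota at 10 nM preincubated 15 min with compounds at room temperature; reaction started with fluorescent substrate, 50 nM final. Fluorescence read kinetically at 0 and 10 min; buffer-only wells as negative control.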
# BAZ2B inh – inhibitors of human BAZ2B bromodomain. Q9UIF8. AlphaScreen BAZ2B-H3K14Ac peptide displacement. Potency, µM (top dose mostly 114 µM), without a hit: at the top dose activity change, negative = inhibition, most hits filed as inhibitors. 360,000 compounds, 4.4% hits. AID 504333; note: % is set by controls: 0 for no effect and ±100 for the full control effect; nearly all actives have a fitted effect of over 60% in size
#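 Protein-peptide AlphaScreen: BAZ2B 50 nM, b-H3K14Ac 50 nM, 1x PBS pH 7.4 + 0.01% Tween-20. Preincubation 30 min RT; cpd 30 min RT (top 110 uM); beads 20 min RT, light-protected.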
# G9a inh – G9a (human) methyltransferase inhibition. G9a H3K9 monomethylation, AlphaScreen, 2 h. Potency, µM (series often up to 102 µM), without a hit: top-dose activity, negative = inhibition, hits mostly inhibitors. 350,000 compounds, 8.8% hits; note: % is set by controls: 0 for no effect and ±100 for the full control effect; nearly all actives have a fitted effect of over 75% in size
#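 Step 1: enzyme (final 20 nM) with compound, 15 min RT. Step 2: substrate peptide 500 nM and SAM 20 uM, 2 h RT. Step 3: anti-H3K9me1 antibody and AlphaScreen beads, 10 min, then plate read.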
# Pol beta inh – inhibitors of human DNA polymerase beta; Potency, µM (titrated, usually from 114 µM), for the others: at the highest dose activity change, negative = inhibition, hits mostly inhibitors; Pol beta primer extension/strand displacement, fluorescence kinetic; P06746; 340,000 compounds, 1.3% hits; AID 485314; note: % is set by controls: 0 for no effect and ±100 for the full control effect
#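 Homogeneous kinetic assay of primer extension and strand displacement by 10 nM Pol beta, preincubated 15 min at room temperature with compound before 50 nM substrate (final) was added. Read at 0 and 10 min; four-parameter Hill fit.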
# BLM inh – Bloom syndrome helicase (human) inhibition. recombinant BLM DNA unwinding, fluorescence dequenching. 350,000 compounds, 0.2% hits. Potency, µM (highest dose often 56.1 µM), for inactives: at the top dose activity change, negative = inhibition, usual class: inhibitors;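 note: plate controls were vehicle for no effect and no enzyme for full effect; nearly all actives have a fitted effect of over 35% in size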
# POLH inh – DNA polymerase eta (human) inhibition; Q9Y253; recombinant Pol eta, fluorescent DNA replication assay; Potency, µM (top dose mostly 114 µM), for inactives: at the top dose activity change, negative = inhibition, usual class: inhibitors; 390,000 compounds, 1.2% hits; note: % is set by controls: 0 for no effect and ±100 for the full control effect
# Target sequence (Q9Y253 whole entry, looked up): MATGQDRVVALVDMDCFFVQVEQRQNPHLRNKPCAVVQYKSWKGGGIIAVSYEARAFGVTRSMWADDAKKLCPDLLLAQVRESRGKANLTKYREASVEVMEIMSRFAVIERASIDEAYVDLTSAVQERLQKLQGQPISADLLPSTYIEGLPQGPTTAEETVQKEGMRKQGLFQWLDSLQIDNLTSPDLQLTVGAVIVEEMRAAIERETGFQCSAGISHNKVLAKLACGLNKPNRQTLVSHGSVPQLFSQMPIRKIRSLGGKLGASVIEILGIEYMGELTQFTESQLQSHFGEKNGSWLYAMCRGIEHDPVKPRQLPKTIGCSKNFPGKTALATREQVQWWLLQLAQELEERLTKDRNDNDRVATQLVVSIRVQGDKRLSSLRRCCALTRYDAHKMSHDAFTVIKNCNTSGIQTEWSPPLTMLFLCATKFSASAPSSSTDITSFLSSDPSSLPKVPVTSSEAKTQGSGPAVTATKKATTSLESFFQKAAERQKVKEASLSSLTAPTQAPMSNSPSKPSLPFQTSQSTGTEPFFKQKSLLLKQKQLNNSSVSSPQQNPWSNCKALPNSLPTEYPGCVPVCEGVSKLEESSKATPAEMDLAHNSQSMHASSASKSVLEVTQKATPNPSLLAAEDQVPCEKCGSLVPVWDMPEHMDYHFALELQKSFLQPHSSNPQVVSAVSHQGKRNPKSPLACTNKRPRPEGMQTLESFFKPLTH
#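 Fluorescent replication assay: 50 nM final substrate added after a 15 min room-temperature compound preincubation with 10 nM enzyme. Signal taken at 0 min and again at 10 min.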
# * hit, by the source's call; ? = inconclusive; · = no result given; & = joins results of further samples; [ ] = remark or other dose. Calls come from the whole dose curve; as a rule, active = well fitted curve in the direction sought with a large enough effect; inconclusive = small, poorly fitted or top-dose-only effect, or another doubt; inactive = no such curve, though single readings can be large; an effect the other way counts as inactive or inconclusive. Potency is the fitted concentration of half-maximal effect. Only part of the results is shown; count on the stated rates, not on these rows.
# Each structure is followed by: Pol kappa inh | JMJD2A Tudor | APEX1 inh | POLI inh | BAZ2B inh | G9a inh | Pol beta inh | BLM inh | POLH inh
CCCCN1C(=O)c2ccc(C(=O)Nc3ccc(C)c(S(=O)(=O)N(C)C)c3)cc2C1=O
 : -6% | -34% | -1% | 16% | -26% | -31% | -19% | -13% | ?
O=C(N/N=C/c1cccs1)[C@H]1C[C@@H]1c1ccccc1
 : -16% | -7% | 1% | 7% | 4% | 24%[59 µM] | -10% | -2% | -15%
O=C(Nc1ccc2c(c1)OCCO2)C1CCCN(S(=O)(=O)c2cccc3nsnc23)C1 (configuration not stated)
 : -4% | -33% | -3% | 15% | -8% | -6% | 27% | -1% | 8%
C[C@H](NC(=O)[C@@H]1CSC2c3ccccc3C(=O)N21)C(=O)NCCc1ccc(F)cc1 (some centres not stated)
 : -15% | -8% | -3% | ? | -21% | · | 16% | -1% | 9%
CCOc1ccc(NC(=O)CN(C)C(=O)CC2CC3CCC2C3)cc1OCC (configuration not stated)
 : -12% | -15% | 29% | 23% | -15% | 59%[activator] | 42% | -2% | -4%
CC(C)(C)c1ccc(C(=O)NC(=S)Nc2ccc(N3CCOCC3)cc2)cc1
 : 0% | -17% | 2% | 7% | -12% | -13% | 1% | -4% | -10%
c1ccc(-c2cc(-c3nc4ccccc4[nH]3)c3ccccc3n2)cc1
 : -6% | -17% | 9% | -12% | -28% | 13% | -2% | -11% | -12%
CC(C)N(CCNCc1nnc(-c2ccccc2)o1)C(C)C
 : 1% | ? | 3% | 33% | · | ? | 0% | -1% | -1%
CC(=O)c1ccc(OCC(C)Oc2ccc(C#N)cc2)cc1 (configuration not stated)
 : -2% | 18% | 2% | 33%[activator] | -5% | 6%[59 µM] | 53% | -14% | -18%
Cc1ccc(NC(=O)Nc2nnc(-c3ccncc3)s2)cc1
 : -9% | -16% | 1% | -9% | -32% | ? | -12% | -2% | -2%

# Taken from above.
# Under BAZ2B inh, O=C(Nc1ccc2c(c1)OCCO2)C1CCCN(S(=O)(=O)c2cccc3nsnc23)C1 (configuration not stated) is listed with -8%
# Under JMJD2A Tudor, CCOc1ccc(NC(=O)CN(C)C(=O)CC2CC3CCC2C3)cc1OCC (configuration not stated) is listed with -15%
# Under G9a inh, O=C(N/N=C/c1cccs1)[C@H]1C[C@@H]1c1ccccc1 is listed with 24%[59 µM]

# Remaining list, next part:
# Each structure is followed by: Pol kappa inh | JMJD2A Tudor | APEX1 inh | POLI inh | BAZ2B inh | G9a inh | Pol beta inh | BLM inh | POLH inh
N#CCSc1nc2ccccc2c2nc3ccccc3n12
 : -18% | -14% | 16% | 29% | 6% | 28%[59 µM] | 33% | 2% | ?
Cc1cc(C(F)(F)F)nc(Nc2nc(C)c3ccccc3n2)n1
 : -5% | 17% | 0% | 6% | 7% | -9%[59 µM] | 10% | 0% | -11%
Cc1cc(NC(=O)CSc2nnc3ccc(-c4ccc(F)cc4)nn23)no1
 : -9% | -15% | -10% | 47%[activator] | -7% | 50µM* | · | · | -9%
CC(C)CC(NC(=O)C(CC(C)C)NC(=O)OC(C)(C)C)C(=O)O (configuration not stated)
 : -4% | -8% | 0% | 13% | 2% | ? | 4% | 0% | -18%
Cc1cccc(NS(=O)(=O)c2ccc(C(=O)N3CCCC3)cc2)c1C
 : -11% | -19% | 6% | -10% | 11% | 2% | · | · | -4%
O=C(Nc1cccc(-c2ccc(N3CCOCC3)nn2)c1)c1ccc(F)cc1F
 : -4% | -6% | 40%[activator] | 63%[activator] | -17% | -35% | · | · | -14%
Cc1nn(C(CC(=O)O)C(=O)O)c(C)c1Br (configuration not stated)
 : -10% | ? | 17% | -7% | 4% | 14%[59 µM] | 0% | 2% | 8%
CC1(CCCN2C(=O)c3ccccc3C2=O)OCCO1
 : 4% | -4% | · | 31%[activator] | · | · | · | · | 9%
CC1Cc2ccccc2N1S(=O)(=O)c1cnc[nH]1 (configuration not stated)
 : 15% | -28% | 1% | -3% | 9% | 5%[59 µM] | 2% | -1% | -14%
O=C(CN1CCC(O)(c2cccc(C(F)(F)F)c2)CC1)NCCc1ccccc1
 : -8% | -14% | 10% | 22% | ? | 13%[59 µM] | -17% | -9% | 3%
COc1ccccc1NC(=O)Nc1ccncc1
 : 10% | -28% | 4% | 26% | -18% | 2%[59 µM] | -9% | -4% | -14%
C=C(C)C(=O)Nc1nnc(-c2ccccc2C)s1
 : -5% | -22% | 12% | 148%[activator] | -24% | -18% | -23% | 5% | -16%
O=C(c1cc(-c2ccc(Cl)cc2Cl)on1)N1CCOCC1
 : -11% | 3% | 3% | ? | 12% | 4%[12.7 µM] | -1% | -2% | -6%
Cc1cccc(C)c1NC(=O)N1CC(C)OC(C)C1 (configuration not stated)
 : 2% | -5% | 17% | -14% | 3% | 17% | 43% | 3% | -10%
COc1cc(OC)c2c(-c3ccccc3)cc(=O)oc2c1C(CCN1CCCC(C)C1)c1ccc2c(c1)OCO2 (configuration not stated)
 : -5%&8% | 40µM* | -2%&4% | -19%&8% | ? | -26%[59 µM] | 2% | -6%&-2% | -8%
COCCCN1CN(S(=O)(=O)c2ccc(Cl)cc2)c2nc3ccccc3nc21
 : -9% | -31% | -8% | 19% | -29% | 28µM* | 21% | -1% | ?
C=CCN(C(=O)Cn1nnc2ccccc21)C(C(=O)NCCOC)c1ccc(OC)cc1OC (configuration not stated)
 : 6% | 8% | 0% | -17% | 12% | 4%[2.33 µM] | 22% | -7% | 11%
COc1ccc(NC(=O)Nc2ccc(F)cc2)cn1
 : 2% | -10% | 21% | -23% | -10% | -2% | -2% | -2% | -11%
Cc1cccc(CC(C)NC(=O)c2cc(COc3ccc(F)cc3F)on2)n1 (configuration not stated)
 : -8% | -12% | 14% | 17% | 0% | 1%[59 µM] | 2% | -5% | -6%
O=C(CSc1nc2ccsc2c(=O)n1Cc1ccc(F)cc1)NCc1ccc(Cl)cc1
 : -16% | -10% | · | 31%[activator] | -5% | -8%[59 µM] | -1% | -1% | -11%
CCN(Cc1ccccc1)S(=O)(=O)c1ccc(C(=O)N(CCCN(C)C)c2nc3c(C)c(C)ccc3s2)cc1
 : -12% | ? | -15% | 4% | 10µM* | 35µM* | · | · | -10%
Cc1ccc(C)c(CSCc2nc3ccccc3[nH]2)c1
 : -4% | -15% | 53%[activator] | -6% | -12% | -8% | 0% | -7% | -17%
CC1N=C2c3ccccc3N=C(SCC(=O)NCc3ccc(Cl)cc3)N2C1=O (configuration not stated)
 : 0%[60.1 µM] | 4% | · | 28% | -3% | 5%[59 µM] | -17% | 1% | -22%
CCOc1ccc(-n2c(-c3ccccc3)nnc2-c2ccccc2)cc1
 : -3% | 5% | -11% | 5% | 0% | 9% | 5% | -2% | -12%
CCN(CC(=O)Nc1ccc(OC)cc1)C(=O)c1ccc2c(c1)NC(=O)C(C)S2 (configuration not stated)
 : -4% | -10% | 58%[activator] | -5% | -1% | -6%[12.7 µM] | · | · | -11%
CC(=O)c1ccc(NC(=O)c2noc3c2CSc2ccccc2-3)cc1
 : 4% | 8% | · | 11% | 7% | -32%[59 µM] | 3% | -3% | 8%
CCCCn1c(SCC(=O)O)nc2ccccc21
 : -10% | -5% | 3% | -6%[58.9 µM] | ? | ? | 1% | -1% | -8%
O=C(Nc1cc([N+](=O)[O-])ccc1N1CCOCC1)c1ccco1
 : -12% | -5% | 1% | 38%[activator] | -3% | 5%[12.7 µM] | 2% | -10% | -11%
Cc1ccc(C2(C)NC(=O)N(CC(=O)N(Cc3ccccc3)C(C)(C)C)C2=O)cc1 (configuration not stated)
 : -11% | -33% | -10% | 78%[activator] | -8% | 10% | -15% | -7% | -15%
CCC(CC)C(=O)Nc1nnc(CCc2ccccc2)s1
 : -8% | -5% | -3% | 99%[activator] | 11% | · | -13% | 5% | -4%
CCOC(=O)C1CCN(C(=O)COc2ccc(S(=O)(=O)NC(C)C)cc2Cl)CC1
 : -3% | -5% | 4% | -8% | 5% | 3%[59 µM] | 22% | 7% | -14%
CCOc1ccccc1-c1noc(CCCC(=O)Nc2cccc(C(F)(F)F)c2)n1
 : -10% | -11% | · | -15% | 13% | -1%[59 µM] | 1% | -3% | -15%
CCOC(=O)C1=C(c2ccccc2)N=C2SCC(=O)N2C1c1ccc(O)c(OC)c1 (configuration not stated)
 : -8% | -35% | -1% | -7% | 1% | 11% | 12% | -7% | -6%
O=C(Nc1ccc2cn[nH]c2c1)c1ccccc1F
 : 2% | -15% | 2% | 27% | 4% | 1%[59 µM] | 9% | 0% | -16%
O=C1CCCC2=C1C(c1cccs1)Nc1ccccc1N2 (configuration not stated)
 : -2% | -13% | -4% | 15% | 1% | 2% | 3% | 3% | -4%
CC1CC(C)CN(CCCNC(=O)c2ccc(CS(=O)(=O)Cc3ccccc3F)o2)C1 (configuration not stated)
 : 0% | -15% | -5% | 15% | -3% | 0% | 88% | 2% | -1%
CC(=O)c1cccc(NC(=O)Cn2nc(C)n3cccc3c2=O)c1
 : -21% | -4% | · | -20% | -21% | -16%[59 µM] | -2% | -2% | -15%
COc1ccc(C(=O)N/C(=C\c2cn(S(=O)(=O)N(C)C)c3ccccc23)C(=O)NC(C)C)cc1
 : -6% | -9% | ? | 10% | 21% | ? | -2% | -1% | -22%
Cc1nn(-c2ccccc2)c(C)c1/C=N\N1CCN(c2ccc(Cl)cc2)CC1
 : 2% | 28µM* | -6% | 20% | 32µM* | ? | -6% | -8% | -8%
O=C1/C(=C/c2ccc3c(c2)OCO3)CCC/C1=C\c1ccc2c(c1)OCO2
 : -23% | ? | 1% | 17% | ? | ? | 2% | -11% | -6%
COc1ccc(C(=O)COC(=O)CNC(=O)c2ccc(C)s2)c(OC)c1
 : -10% | -26% | -8% | -39% | · | · | · | · | -15%
Cc1ccc2nc(C)cc(Nc3ccc4c(c3)OCCO4)c2c1
 : 0% | -19% | -11% | -10% | 7% | 45µM* | 5% | -19% | 5%
CSCCC(NS(=O)(=O)c1ccc2[nH]c(=O)c(=O)[nH]c2c1)C(=O)O (configuration not stated)
 : 0% | -13% | 1% | 126%[activator] | 0% | · | 11% | 2% | -1%
CC(=O)Oc1cccc(C2C3=C(CC(C)(C)CC3=O)Nc3ccccc3N2C(C)=O)c1 (configuration not stated)
 : 4% | -7% | -10% | 89%[activator] | -5% | 0%[0.501 µM] | 53% | -9% | -1%

# Screening data deposited in PubChem BioAssay by National Center for Advancing Translational Sciences (NCATS).
